# ADAM17 inh: inhibits human ADAM17; P78536; recombinant ADAM17, EDANS/DABCYL FRET peptide cleavage; inhibition, % at 6.95 µM; 370,000 compounds, 0.83% hits; AID 720648;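 active = inhibition above the mean of compounds lying between control limits plus 3 SD, set per campaign, cut at about 8.5% in these data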;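 note: 0% = DMSO-only wells as the low control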
# Tn7 DDE FP: disrupts Tn7 cyclic peptide binding to fibrin D-Dimer-E complex; inhibition, % at 8.3 µM; 370,000 compounds, 0.13% hits; FP displacement of FITC-Tn7 peptide from fibrin DD(E); 0% = median of compound wells per plate; AID 720508; P02675;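 active = inhibition above the mean of compounds falling within the control limits plus 3 SD of them, cut at about 14% in these data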;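 note: 0% = plate median of compound wells and 100% = 10 µM Aha-Tn7 peptide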
#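 Also added: labelled Tn7 tracer, 0.1 µM; Assay system: human fibrin DD(E) protein; Amount: 2 µM fibrin DD(E); Schedule: 10 min compound pre-incubation, 3 h probe incubation at room temperature; Repeats: one replicate per compound; Read-out basis: percent inhibition; Measured by: fluorescence polarization of the labelled Tn7 tracer.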
# TDP2 absorb: blocks human TDP2 phosphodiesterase activity; AID 720702; 370,000 compounds, 0.34% hits; recombinant TDP2, T5PNP hydrolysis, p-nitrophenol absorbance 415 nm; O95551; inhibition, % at 12.8 µM;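 active = inhibition above the mean of all tested compounds plus 3 SD, set per campaign, cut at about 25% in these data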;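 note: 0% = DMSO with enzyme and 100% = buffer with substrate but no TDP2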
# Target sequence (O95551 whole entry, looked up): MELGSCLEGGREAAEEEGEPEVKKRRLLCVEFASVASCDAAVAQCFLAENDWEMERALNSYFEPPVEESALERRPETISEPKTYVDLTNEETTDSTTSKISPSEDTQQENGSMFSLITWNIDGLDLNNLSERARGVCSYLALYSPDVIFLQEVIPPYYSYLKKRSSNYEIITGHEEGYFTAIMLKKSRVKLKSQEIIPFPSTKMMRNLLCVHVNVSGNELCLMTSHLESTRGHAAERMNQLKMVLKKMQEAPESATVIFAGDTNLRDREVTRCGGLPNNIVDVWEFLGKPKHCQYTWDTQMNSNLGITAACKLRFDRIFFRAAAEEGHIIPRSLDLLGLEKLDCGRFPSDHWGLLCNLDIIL
#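 Read-out basis: percent inhibition. System: recombinant human TDP2. Buffer or medium: Mg2+-containing Tris-HCl buffer, pH 7.5. Repeats: single replicate. Timing: reaction 2 h, 37 °C. Benchmarks: high control without enzyme, low control DMSO plus TDP2. Probe or stimulus: 5 mM T5PNP. Doses: 12.8 µM only. Measured by: epi absorbance of p-nitrophenol freed from T5PNP by hydrolysis.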
# Tn6 DDE FP: DD(E)-Tn6 binding inhibition, primary FP screen | 370,000 compounds, 0.21% hits | P02675 | Fibrin DD(E) TRITC-Tn6 fluorescence polarization displacement | inhibition, % at 8.3 µM;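 active = inhibition above a per-campaign cutoff: mean of compounds within control limits plus 3 SD, cut at about 15% in these data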;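 note: 0% = median of all compound wells on the plate and 100% = blocking peptide control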
# ADAM10 inh: ADAM10 inhibition, QFRET primary screen; 370,000 compounds, 0.62% hits; O14672; recombinant ADAM10, EDANS/DABCYL FRET peptide cleavage, 3 h; AID 720582; inhibition, % at 7 µM;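 active = inhibition above a per-campaign cutoff equal to the mean of compounds falling between control-based bounds plus 3 SD, cut at about 20% in these data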;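 note: 0% = DMSO wells while the 100% control is not disclosed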
# ARFGAP1 inh: inhibitors of rat ARFGAP1; Arfgap1-stimulated ARF1 GTP hydrolysis, GDP FP detection; inhibition, % at 16.5 µM; 360,000 compounds, 0.26% hits; AID 651572;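 active = inhibition above a per-plate limit, mean inhibition of low control wells plus 3 SD, cut at about 25% in these data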;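 note: 0% = DMSO wells with enzyme and 100% = wells lacking Arfgap1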
# Target sequence (Q62848 1-136 limits assumed): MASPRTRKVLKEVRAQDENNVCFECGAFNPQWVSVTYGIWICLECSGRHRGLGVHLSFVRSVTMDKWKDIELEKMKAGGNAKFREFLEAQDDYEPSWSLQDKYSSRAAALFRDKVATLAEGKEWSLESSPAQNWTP
#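 Material – truncated rat Arfgap1 GAP domain · Buffer or medium – HEPES-based buffer, pH 7.5 · Reagent – human ARF1(Δ1-17)-GTP substrate · Dosing – 16.5 µM single point, 1.26% DMSO · Schedule – GTP hydrolysis reaction 2 h at 25 °C · Technique – GDP detection by fluorescence polarization · Benchmarks – No-Arfgap1 wells (100%) versus DMSO full-reaction wells (0%) · Repeats – single replicate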
# PLC-beta3 inh: blocks human PLC-beta3 enzyme activity | Q01970 | AID 720704 | Purified PLC-beta3, fluorogenic substrate, fluorescence | 370,000 compounds, 0.18% hits | inhibition, % at 12.2 µM; in the data active = inhibition above about 11%;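 note: 0% = median of compound wells on plate and 100% = full blocker control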
# SIAE primary: blocks human sialic acid acetylesterase; Q9HAT2; SIAE FP-Rh probe binding, fluorescence polarization; inhibition, % at 9.66 µM; 370,000 compounds, 0.69% hits;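 active = inhibition above a cutoff: mean of compounds within the control limits plus 3 SD of those, cut at about 17% in these data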;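 note: 0% = plate median of compound wells and 100% = probe without SIAE protein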
# Target sequence (Q9HAT2 whole entry, looked up): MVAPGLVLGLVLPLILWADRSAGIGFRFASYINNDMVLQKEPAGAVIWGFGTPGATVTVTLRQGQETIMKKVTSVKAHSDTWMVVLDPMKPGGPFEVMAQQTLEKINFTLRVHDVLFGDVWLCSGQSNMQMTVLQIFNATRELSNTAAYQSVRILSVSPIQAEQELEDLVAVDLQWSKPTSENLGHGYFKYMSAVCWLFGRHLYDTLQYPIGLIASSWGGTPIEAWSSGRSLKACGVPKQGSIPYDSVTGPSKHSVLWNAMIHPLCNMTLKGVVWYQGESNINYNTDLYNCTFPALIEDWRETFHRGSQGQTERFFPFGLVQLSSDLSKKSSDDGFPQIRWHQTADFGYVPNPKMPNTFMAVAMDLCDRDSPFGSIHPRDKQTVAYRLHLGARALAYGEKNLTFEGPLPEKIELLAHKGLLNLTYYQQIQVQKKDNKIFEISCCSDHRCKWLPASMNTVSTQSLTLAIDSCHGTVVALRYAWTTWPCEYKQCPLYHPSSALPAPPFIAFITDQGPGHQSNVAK
# ASAP1 GAP inh: inhibitors of human ASAP1 ArfGAP activity | 360,000 compounds, 0.19% hits | Q9ULH1 | ASAP1-stimulated ARF1 GTP hydrolysis, GDP FP detection | inhibition, % at 16.5 µM; in the data active = inhibition above about 25%;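 note: 0% = vehicle with enzyme and substrate and 100% = no enzyme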
# PLC-gamma1 inh: blocks human PLC-gamma1 enzyme activity | 370,000 compounds, 0.84% hits | inhibition, % at 12.2 µM | AID 720700 | purified PLC-gamma1, fluorogenic substrate, fluorescence; in the data active = inhibition above about 9.5%
# The depositor's hits bear a star; i = inactive; x = no result given.
SMILES,ADAM17 inh,Tn7 DDE FP,TDP2 absorb,Tn6 DDE FP,ADAM10 inh,ARFGAP1 inh,PLC-beta3 inh,SIAE primary,ASAP1 GAP inh,PLC-gamma1 inh
COC(=O)c1ccc(CN(C(=O)N2CCN(C)CC2)S(=O)(=O)c2ccc(C)cc2)cc1,-1.5,8.2,-7.4,3.3,-1.2,8.2,-0.9,-5.1,-11.4,-0.6
Cc1noc(NS(=O)(=O)c2ccc(NC(=O)c3nn(-c4ccccc4)ccc3=O)cc2)c1C,-0.7,10.3,10.4,-3.2,4.8,-5.6,-0.3,-10.0,5.8,0.4
c1ccc(CSc2ncccc2-c2nc3ccccc3[nH]2)cc1,-5.0,8.0,-3.8,-3.3,-19.3,x,-6.2,0.0,x,-5.2
CCOCCCNC(=S)N1CCCC(c2nc3ccc(C)cc3[nH]2)C1 (configuration not stated),-1.6,0.2,-3.7,0.6,-2.5,-1.4,-4.4,2.8,11.5,0.7
O=C(NC1CCCCCC1)c1cc(-c2ccccn2)nc2ccccc12,1.5,0.3,4.2,-0.8,-1.8,-4.7,5.6,2.2,6.4,3.2
CCOc1c2ccc(C(=O)NC3CCCc4ccccc43)cc2nn1C (configuration not stated),-201.6,2.1,4.5,-2.6,i,14.5,i,0.3,6.8,-319.7
COc1cc(S(=O)(=O)n2ccc(C)n2)ccc1Cl,0.8,1.8,-16.2,-1.4,4.0,2.3,-2.0,-9.7,0.2,4.9
CCOC(=O)C1=C(N)Oc2cc(C)n(C)c(=O)c2C1c1ccncc1 (configuration not stated),1.0,0.4,1.5,-2.4,-1.4,-15.2,1.8,-3.2,3.0,0.4
O=C(Nc1nc(-c2ccccc2)nc2ccccc12)c1ccc(F)cc1,-1.6,1.8,2.9,3.2,0.5,0.7,0.3,-13.3,-12.8,1.1
CCOc1ccc(Nc2nc(Cc3nnc(SCC(=O)O)o3)cs2)cc1,-3.1,0.0,5.9,-7.0,1.7,3.9,-12.9,-2.0,0.8,-7.3
CCn1cc(C(=O)NCc2ccc3c(c2)OCO3)c(=O)c2cc(S(=O)(=O)N(C)C)ccc21,5.0,-1.0,-0.8,-2.5,6.5,-2.8,0.9,-2.0,-10.8,-3.7
O=S(=O)(Nc1cccc(-n2cnnn2)c1)c1cnc(Cl)c(Cl)c1,-1.1,2.3,-2.5,1.5,11.2,5.3,-4.4,2.2,-2.8,1.8
CCc1nn(CC(=O)N2CCC(C)CC2)c(=O)c2cccn12,2.5,-2.1,6.1,2.3,-2.2,17.9,-1.9,2.0,-11.2,5.0
Cc1nn(S(=O)(=O)N(C)C)c(C)c1CN1C(=O)c2ccccc2C1=O,-0.9,-7.0,-4.0,-1.0,-0.5,2.3,4.7,1.6,0.3,-17.1
CCC(CC)NC(=O)C1CC(=O)N(CCc2ccc(F)cc2)C1 (configuration not stated),-2.1,2.0,8.9,3.0,0.6,18.8,-0.9,0.4,15.1,-1.6
Cc1cc(NS(=O)(=O)c2ccccc2)n(-c2ccccc2)n1,-1.2,0.6,2.0,3.2,-4.6,2.4,-2.5,2.7,8.1,0.6
O=S(=O)(Nc1cccnc1)c1cccnc1,-8.4,-0.4,1.6,-0.5,-0.8,3.6,3.4,-11.3,15.8,2.7
Cc1nc2nc[nH]n2c(=O)c1NC(=O)CCc1ccccc1,-0.6,0.3,0.5,7.5,3.2,5.3,3.5,-2.1,13.4,1.3
COc1cccc(CNc2nc3cc(-c4cccc(Cl)c4)sc3c(=O)n2C)c1OC,0.2,-8.7,-7.3,-4.1,4.7,-4.0,-3.5,-57.9,10.3,-1.3
CCOc1ccc(CCNC(=O)COC(=O)COc2ccc(C#N)cc2)cc1OCC,-4.1,3.8,6.8,-1.3,-7.6,-1.2,-8.0,11.4,12.8,0.4
COc1ccc2[nH]c3c(c2c1)CCN1C(=O)C(CC(=O)NCc2ccco2)C[C@H](C(=O)N2CCCCC2)[C@@]31C (some centres not stated),-5.4,4.9,-6.0,-0.9,-5.2,7.5,0.1,9.9,8.5,0.3
CN(C)S(=O)(=O)c1cccc(NC(=O)CSc2ncnc3ccccc23)c1,-0.3,-6.3,20.2,-4.9,-0.7,3.5,-16.0,-9.5,-16.1,-4.3
O=C(C[C@H]1C/C=C\CC[C@@H](Cc2ccc(F)cc2)C(=O)OC[C@H]2CCCN2C1=O)NCCO,-5.3,1.1,3.8,-7.5,-2.5,14.2,-50.3,0.3,12.7,0.2
COc1ccccc1N1CCN(/N=C/c2cc(Br)ccc2F)CC1,0.1,-3.4,-4.7,-5.9,3.8,8.1,-4.1,4.9,1.3,0.5
C[C@@H]1NS(=O)(=O)[C@H]2C[C@@H]3C=C[C@]2(O3)[C@H]1OC(=O)c1ccc(C(C)(C)C)cc1,-3.2,-0.4,6.6,-5.4,4.4,11.5,-7.6,-4.1,4.7,0.5
CCOC(=O)C1(Cc2cccc(Cl)c2)CCCN(C(=O)c2cc(C(C)C)nn2C)C1 (configuration not stated),-0.4,1.4,1.4,1.0,-7.0,-1.3,-1.4,-0.7,-6.3,-0.4
Cc1ccc(C2=NN(CC(=O)NCc3ccccn3)C(=O)CC2)cc1,3.9,5.6,13.3,7.4,-4.4,-2.6,4.6,9.6,-9.3,-2.4
CCc1c(Nc2ccccc2C)nc(N)[nH]c1=O,4.1,4.9,-12.2,1.4,1.9,0.2,14.8*,-11.3,4.4,3.7
Cc1ccc2c(CN(C)Cc3cccc(F)c3)cc(=O)oc2c1,-1.5,-3.4,13.4,-0.4,-1.9,1.6,-8.8,-3.4,-4.0,-1.9
COC(=O)C1CN(Cc2cn(Cc3ccccc3)nn2)CCS(=O)(=O)N1Cc1ccccc1 (configuration not stated),-2.7,4.8,-5.8,6.2,-2.2,x,-0.4,2.3,x,-0.4

# An excerpt from above in order of molar mass, descending.
SMILES,ADAM17 inh,Tn7 DDE FP,TDP2 absorb,Tn6 DDE FP,ADAM10 inh,ARFGAP1 inh,PLC-beta3 inh,SIAE primary,ASAP1 GAP inh,PLC-gamma1 inh
COc1ccc2[nH]c3c(c2c1)CCN1C(=O)C(CC(=O)NCc2ccco2)C[C@H](C(=O)N2CCCCC2)[C@@]31C (some centres not stated),-5.4,4.9,-6.0,-0.9,-5.2,7.5,0.1,9.9,8.5,0.3
COc1cccc(CNc2nc3cc(-c4cccc(Cl)c4)sc3c(=O)n2C)c1OC,0.2,-8.7,-7.3,-4.1,4.7,-4.0,-3.5,-57.9,10.3,-1.3
COc1ccccc1N1CCN(/N=C/c2cc(Br)ccc2F)CC1,0.1,-3.4,-4.7,-5.9,3.8,8.1,-4.1,4.9,1.3,0.5
Cc1nc2nc[nH]n2c(=O)c1NC(=O)CCc1ccccc1,-0.6,0.3,0.5,7.5,3.2,5.3,3.5,-2.1,13.4,1.3

# Additional records follow:
SMILES,ADAM17 inh,Tn7 DDE FP,TDP2 absorb,Tn6 DDE FP,ADAM10 inh,ARFGAP1 inh,PLC-beta3 inh,SIAE primary,ASAP1 GAP inh,PLC-gamma1 inh
O=C(NCCCN1CCCC1=O)C(=O)NCC1OCCN1S(=O)(=O)c1ccc(Br)cc1 (configuration not stated),-1.7,-2.1,4.4,3.5,-3.4,-2.7,-5.2,-2.1,0.0,1.0
CC(C)c1ccc(C(=O)Nc2nnc(S(=O)(=O)N3CCOCC3)s2)cc1,-2.0,-4.3,0.9,-7.3,-5.8,-5.8,-20.5,-2.6,7.2,-8.0
Cc1ccc(NC(=O)N2CCc3ccccc3C2)cc1C,-3.5,2.0,-3.4,-6.8,4.8,-9.4,-4.5,7.4,-9.8,-1.9
Cc1ccc(CO/N=C/c2c(O)cc(C)oc2=O)cc1,-2.3,1.4,-0.6,-2.1,0.3,-3.8,-1.3,-3.5,-8.1,-4.4
CCN(CC(=O)Nc1c(F)cccc1F)C(=O)CNC(=O)c1ccco1,-1.2,-2.1,-7.8,1.0,0.7,-6.2,-0.8,-9.0,-9.7,3.0
CSCC[C@H](N)C(=O)NCC1CCC(C(=O)Nc2ccc3c(c2)OCO3)CC1 (some centres not stated),1.6,0.2,0.9,5.0,-4.0,8.6,2.4,3.0,5.4,0.9
CC(C)(C)OC(=O)NCCCC[C@H](NC(=O)c1nc[nH]c1C(=O)N[C@@H](CCCCNC(=O)OC(C)(C)C)C(=O)OC(C)(C)C)C(=O)OC(C)(C)C,0.2,2.9,-3.1,5.5,11.4,14.8,-1.1,-24.9,10.3,-0.1
O=C(Nc1ccc(F)cc1)C(c1ccnc2ccccc12)N1CCN(CC(=O)N2CCCC2)CC1 (configuration not stated),-5.3,-0.5,5.4,-2.2,-13.1,-11.8,-2.4,11.3,8.2,-1.3
C=CCC[C@H](Cc1ccc(F)cc1)C(=O)OC[C@@H](Cc1c[nH]c2ccccc12)NC(=O)[C@@H](CC=C)CC(=O)NCCO,16.7*,-3.9,-18.6,-7.5,27.4*,8.7,5.2,-0.9,-6.0,1.5
CN(C)C(=S)Nc1ccc(S(=O)(=O)N2CCCCC2)cc1,0.9,-1.5,5.0,7.8,0.8,5.1,-1.2,0.6,0.8,0.8
CCOC(=O)c1cnc2ccc(OC)cc2c1Nc1ccc2c(c1)OCCO2,1.3,10.4,-1.2,7.8,7.9,12.5,-10.7,11.7,4.8,-8.1
COC1(c2cc(-c3ccccc3)nc(N)n2)CCCCC1,-10.8,-1.8,-15.4,-4.0,-49.3,-11.9,-8.5,4.3,7.3,-3.1
N#Cc1c(N)nc2c(c1N)CC(=O)N2c1ccccc1-c1ccccc1,-6.1,-3.4,-3.2,6.0,4.2,9.8,-1.3,5.1,3.4,-2.9
Cc1ccc(N2C(N)=C(C#N)C(c3cc(CN4CCOCC4)cs3)C3=C2CC(C)(C)CC3=O)cc1 (configuration not stated),-5.0,1.2,1.8,4.1,-1.2,6.0,-7.2,-0.2,3.1,-1.5
CCOC(=O)C1=c2/c(=C/c3ccncc3)c(N)c(C(=O)OC)n2C(=O)C(c2ccncc2)S1 (configuration not stated),0.2,-4.6,-14.2,-4.4,-3.5,11.9,-9.0,1.4,-0.1,1.5
COCCNC(=O)CCSc1nc(-c2ccc(OC)cc2)cc(C(F)(F)F)n1,-25.0,2.7,-4.7,1.4,-110.6,4.1,-19.7,-4.9,-5.8,-18.7
Cc1nn(C)cc1C(=O)Nc1ccccc1Br,4.1,-1.9,-0.8,-3.2,-2.5,-1.6,2.8,-5.8,-2.8,2.8
Cc1ccc(C)c(S(=O)(=O)NCc2ccc(C(=O)N3CC(C)OC(C)C3)cc2)c1 (configuration not stated),-3.8,-4.4,10.7,6.8,18.0,-6.3,3.1,0.5,1.8,0.8
COc1ccc(O)c(CN2CCCC(N3CCN(c4ccccc4OC)CC3)C2)c1 (configuration not stated),-3.2,-1.9,-12.9,-0.6,9.6,15.6,-1.3,1.1,11.9,2.4
